Compound activity: PubChem BioAssay, several laboratories
Efflux pump mplx: antifungal efflux pump inhibition, Nile Red retention | S. cerevisiae Candida pump triplex | inhibition, % at 10 µM | 0.44% of 330,000 active | AID 485275;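 active = plate passing quality check with inhibition over a set limit, or well fluorescence over plate mean plus 4 SD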;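 also: Nile Red retained in pooled yeast measured as flow cytometry median fluorescence; 0% = buffer negative control and 100% = Enniatin B positive control; higher means more Nile Red kept so more efflux inhibition; some compounds called inactive have numbers as strong as hits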
GASC-1 inh: human JMJD2C demethylase inhibition; Q9H3R0; GST-JMJD2C(1-420) H3K9me3 demethylation, DELFIA europium; inhibition, % at 2.35 µM; 0.069% of 330,000 active;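 active = more than half of a compound's replicate wells show inhibition beyond 50%, single wells judged on their own value; inconclusive = some, but no more than half, of replicates pass 50% inhibition; inactive = no replicate passes 50% inhibition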;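 also: signal counts dimethyl H3K9 product captured on neutravidin plate; 0% = median of DMSO wells and 100% = 0.3 times that DMSO median; strong numbers were not always called active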
CTSL1 counter: counter-screen for PFM18AAP inhibitors: inhibitors of F. hepatica cathepsin L1; AID 1906; inhibition, % at 5.96 µM; 0.49% of 300,000 active; recombinant F. hepatica cathepsin L1, Z-Leu-Arg-MCA fluorescence;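 active = inhibition above the mean of all tested compounds plus 3 SD, set per screening campaign, cut at about 17% in these data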;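 also: 0% = plate median of test compound wells and 100% = 1 µM Z-Phe-Ala-diazomethylketone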
PREPL inh: inhibitors of human prolyl oligopeptidase-like enzyme PREPL; recombinant PREPL, fluorescence polarization activity-based probe; AID 2751; 0.68% of 320,000 active; inhibition, % at 5.96 µM; Q4J6C6; in the data active = inhibition above about 43%;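 also: 0% = enzyme with DMSO and 100% = wells lacking enzyme; many of its hits are not listed in these tables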
LYPLA2 inh: LYPLA2 (human) inhibition in PME1 counter-screen; O95372; recombinant LYPLA2, FP-Rh probe fluorescence polarization; inhibition, % at 5.9 µM; 0.38% of 320,000 active;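 active = inhibition above the screen-wide mean plus 3 SD, limit set per campaign, cut at about 26% in these data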;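 also: 0% = LYPLA2 with DMSO and 100% = wells lacking LYPLA2 enzyme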
Target sequence (O95372 whole entry, looked up): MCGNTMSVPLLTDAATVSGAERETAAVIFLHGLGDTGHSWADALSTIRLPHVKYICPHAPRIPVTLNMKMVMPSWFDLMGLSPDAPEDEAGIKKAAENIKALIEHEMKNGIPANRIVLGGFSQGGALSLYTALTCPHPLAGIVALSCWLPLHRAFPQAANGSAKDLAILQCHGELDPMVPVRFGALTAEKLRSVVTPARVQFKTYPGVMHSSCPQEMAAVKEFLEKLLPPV
PP5 inh: blocks human protein phosphatase 5 activity. P53041. purified PP5c, OMFP substrate fluorescence. inhibition, % at 6.7 µM. 0.18% of 320,000 active. AID 1987;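 active = inhibition above the campaign's mean inhibition across all tested compounds plus 3 SD, cut at about 9.5% in these data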;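 also: 0% = DMSO only and 100% = 100 µM cantharidin control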
Target sequence (P53041 whole entry, looked up): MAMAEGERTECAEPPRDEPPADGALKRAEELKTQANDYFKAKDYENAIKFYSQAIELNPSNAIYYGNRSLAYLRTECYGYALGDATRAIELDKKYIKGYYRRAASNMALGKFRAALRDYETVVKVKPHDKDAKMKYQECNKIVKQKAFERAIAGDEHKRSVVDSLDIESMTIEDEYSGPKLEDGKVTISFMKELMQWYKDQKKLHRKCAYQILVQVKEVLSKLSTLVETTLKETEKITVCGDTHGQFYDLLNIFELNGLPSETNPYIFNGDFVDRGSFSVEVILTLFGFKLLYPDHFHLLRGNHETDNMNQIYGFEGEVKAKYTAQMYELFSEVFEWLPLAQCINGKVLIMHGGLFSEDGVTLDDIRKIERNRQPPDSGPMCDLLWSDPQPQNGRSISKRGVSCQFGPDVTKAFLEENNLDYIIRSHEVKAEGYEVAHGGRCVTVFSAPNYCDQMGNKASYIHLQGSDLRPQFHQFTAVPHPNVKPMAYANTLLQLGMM
core dimer inh: blocks dimerization of HCV core protein; TR-FRET GST/Flag-core106 dimerization, 1536-well; inhibition, % at 5 µM; 0.33% of 300,000 active; AID 1899;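 active = inhibition above the mean of all tested compounds plus 3 SD, set per screening campaign, cut at about 45% in these data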
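assay system = GST-tagged and Flag-tagged HCV core protein residues 1-106 | controls = unlabelled core106 and no-GST-core106 wells | incubation = compound-protein-antibody incubation 4 h at 22.5 °C | probe or stimulus = Eu donor and XL665 acceptor anti-tag antibodies | read-out = % inhibition based on acceptor/donor emission ratio | signal = TR-FRET 671 and 617 nm emission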
PP1 inh: blocks human PP1-alpha phosphatase, a PP5 counter-screen | P62136 | purified PP1alpha, OMFP fluorescence | inhibition, % at 6.7 µM | 0.9% of 320,000 active | AID 2235;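 active = inhibition above the mean inhibition of all tested compounds plus 3 SD, computed separately for each screening campaign, cut at about 15% in these data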
Target sequence (P62136 whole entry, looked up): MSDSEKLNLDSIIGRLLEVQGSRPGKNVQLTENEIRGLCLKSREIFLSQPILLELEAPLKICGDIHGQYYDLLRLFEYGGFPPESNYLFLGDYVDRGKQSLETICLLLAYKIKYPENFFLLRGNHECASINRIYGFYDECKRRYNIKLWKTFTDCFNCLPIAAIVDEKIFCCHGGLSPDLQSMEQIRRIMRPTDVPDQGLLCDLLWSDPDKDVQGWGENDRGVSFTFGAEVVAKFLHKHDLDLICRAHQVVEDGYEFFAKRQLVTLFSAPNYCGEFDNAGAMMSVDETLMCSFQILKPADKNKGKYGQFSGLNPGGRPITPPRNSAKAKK
TPT1 inh: blocks Candida albicans tRNA 2'-phosphotransferase. recombinant caTPT1, FP RNA substrate dephosphorylation. inhibition, % at 5 µM. 0.81% of 300,000 active. AID 1962;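 active = inhibition above the mean of all tested compounds plus 3 SD, set per screening campaign, cut at about 24% in these data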;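 also: plate controls were DMSO alone for no effect and ferristatin control at 100 nM for full effect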
* marks the source's active call; other numbers are inactive results; ? = inconclusive; . = not tested or not shown. These rows are one share of the data; rates above refer to the full screens.

Value order – Efflux pump mplx	GASC-1 inh	CTSL1 counter	PREPL inh	LYPLA2 inh	PP5 inh	core dimer inh	PP1 inh	TPT1 inh
CCN(CC)CCN1C(=O)C(O)=C(C(=O)c2cc3ccccc3o2)C1c1cccnc1 (stereo not given)
  0.1	2	1	-6	-4	3.5	-3	-4	-1
CCCN(C(=O)COC(=O)CSc1ccc([N+](=O)[O-])cc1)C1CCS(=O)(=O)C1 (stereo not given)
  0.0	13	.	30	8	-2.9	.	-5	.
Cn1cnnc1SC1c2cccc3cccc(c23)C1NS(=O)(=O)c1ccccc1 (stereo not given)
  0.2	3	1	-6	0	1.6	7	-4	-6
COc1ccc(NC(=O)CSc2nc3[nH]ncc3c(=O)[nH]2)c(OC)c1
  -0.1	-36	6	6	4	0.6	0	-5	-2
O=c1[nH]c(C2CCN(S(=O)(=O)/C=C/c3ccccc3)CC2)nc2c1nnn2Cc1ccccc1
  0.1	-32	6	9	4	1.5	26	15*	2
COc1ccccc1CN(C)C(=O)CN1C(=O)c2ccccc2C1=O
  0.5	-7	-2	2	2	5.6	-10	-2	4
Cn1c(=O)cc(SCC(=O)NCCC2=CCCCC2)c2ccc(Cl)cc21
  -0.1	3	1	0	4	0.9	-1	2	-2
Cc1ccc2[nH]c3c(=O)n(CCCN4CCOCC4)cnc3c2c1
  -0.1	6	0	-4	-6	2.2	-1	1	0
Cc1ccc(C(c2ccc(C)o2)c2cccc([N+](=O)[O-])c2O)o1
  0.1	20	-1	-1	2	-0.1	0	-1	0
Cc1cccc(C)c1NC(=O)C1(NC(=O)c2cnccn2)CCCCC1
  0.1	3	3	6	-4	-1.1	-4	2	1
COc1ccc(Oc2cccc(Cl)c2CNC(=O)CSCC(=O)O)cc1
  -0.1	0	-5	-5	-2	-0.9	-6	1	-1
[O-][n+]1ccccc1/C=C/c1ccccc1
  0.0	5	0	11	2	1.8	-1	-2	-3
Cc1ccc(SC(C)c2nc(-c3ccccc3)no2)cc1 (stereo not given)
  0.1	-4	-4	-7	8	2.9	3	-3	3
CN(Cc1c(F)cccc1Cl)C(=O)c1cc2ccccc2o1
  -0.1	.	0	-10	3	1.1	4	5	-2
C/C(=N\S(=O)(=O)c1ccc(C)cc1)Nc1cc(C(C)C)c(O)cc1C
  0.0	-1	0	1	-2	3.0	11	-1	-3
Oc1oc(-c2ccc(Br)cc2)nc1/C=N/c1ccccn1
  0.0	8	23*	5	1	0.6	12	-3	-4
CC1CN(C(=S)Nc2cccc(Cl)c2)CC(C)O1 (stereo not given)
  0.3	-3	-3	9	14	0.6	-1	-2	-5
Cc1cc(OC(F)F)ccc1NC(=S)NCCc1ccccc1
  0.1	-2	-39	-6	-3	-2.9	-4	4	-3
O=C(Nc1ccc(NC(=O)C2CC2)nc1)c1ccccn1
  -0.1	-2	-2	-2	-4	-0.1	-3	0	-4
O=C(COC(=O)C1CCN(c2ccc(C(F)(F)F)cn2)CC1)c1ccc(F)cc1
  -0.1	5	18*	-12	7	3.3	-3	3	1
COCCCNC(=O)c1c(N)n(/N=C/c2cccnc2)c2nc3ccccc3nc12
  0.1	31	0	16	-7	0.1	2	-6	1
O=C(CN1CCCCC1)Nc1ccc(N2CCCCCC2)cc1
  -0.1	-3	-3	13	-1	1.6	-4	-4	0
CCOC(=O)Cc1csc(NC(=O)CSc2nnc(-c3ccc(F)cc3)o2)n1
  0.1	-15	-3	-10	5	-0.3	-5	0	0
OCc1nc2ccc(Cl)cc2[nH]1
  0.1	11	-1	1	5	-0.3	2	-2	2
CC1CC(C)CN(S(=O)(=O)c2ccc3c(c2)CCN3C(=O)C2CC2)C1 (stereo not given)
  0.0	-3	0	-6	0	2.2	5	5	2
O=C(CCN1CCOCC1)Nc1ccccc1
  0.0	-4	1	-2	1	-0.8	-2	-3	-5
CCOC(=O)CC(NS(=O)(=O)c1ccc(NC(C)=O)cc1)c1ccc(OCC)cc1 (stereo not given)
  0.2	39	-1	-5	4	3.6	-3	2	-2
Cc1ccc2c(c1)C(c1ccccc1)N(C(=O)c1c(F)cccc1Cl)CC(=O)N2 (stereo not given)
  -0.1	-7	-5	32	-1	5.0	-1	0	-3
Cc1ccc(C)c(SCC(=O)Nc2cccnc2Cl)c1
  -0.1	11	3	2	19	-2.4	-1	-2	0
CC1CCN(c2ccc3c(c2)S(=O)(=O)c2cccc(C(=O)NCc4cccc(F)c4)c2C3=O)CC1
  0.4	-5	.	-5	-8	0.2	.	6	.
COc1cc(C(=O)N/N=C(\C)Cc2ccccc2)cc(OC)c1OC
  0.0	-5	-1	2	4	2.5	-4	3	-3
O=C(CSc1n[nH]c(-c2ccncc2)n1)c1ccccc1
  0.1	8	-1	9	5	0.8	3	-6	0
COc1ccc(Cc2nnc(NC(=O)C3CCCO3)s2)cc1 (stereo not given)
  0.1	16	3	-6	1	0.5	-6	10	0
COc1cccc(C(=O)Nc2nnc(-c3ccccc3)s2)c1OC
  -0.1	0	-3	10	1	4.8	-8	1	1
N/C(Cc1ccc([N+](=O)[O-])cc1)=N\OC(=O)COc1cccc2ccccc12
  -0.2	-5	-9	-2	2	3.4	-2	-1	4
Cc1nnc(SCC(=O)N2CC(=O)Nc3ccccc32)s1
  -0.1	2	7	-1	6	-2.6	-3	-3	-3
COc1ccc(-n2ncc3c2CC(C)(C)CC3NC(=O)C2CCN(C(C)=O)CC2)cc1 (stereo not given)
  -0.1	3	4	-5	0	2.0	-13	-2	-2
O=C(/C=C/c1ccccc1)NCCN1CCOCC1
  -0.3	-2	-4	-3	3	-2.6	0	0	5
COC(=O)c1ccc2c(=O)n(NC(=O)C(c3ccccc3)c3ccccc3)c(=S)[nH]c2c1
  -0.1	14	0	2	-3	-1.6	15	2	2
CCOC(=O)N1CCN(C(=O)Nc2ccc(Cl)cc2)CC1
  -0.1	6	3	0	-3	0.1	-4	-2	-3
CN(NC(N)=O)c1ncc(C(F)(F)F)cc1Cl
  0.0	7	1	-9	0	-2.9	-2	-3	-2
CC(C)(C)C(=O)C(Cc1ccccc1)n1cncn1 (stereo not given)
  0.2	4	-1	-4	-2	0.4	-5	0	-2
Cc1ccc(C(=O)Nc2ncc(Cc3ccccc3)s2)o1
  0.0	2	3	-7	8	1.6	-1	9	1
O=S(=O)(NN1CCOCC1)c1ccc(Cl)s1
  0.3	3	-6	-6	-4	1.3	-7	-7	2
Cc1cc(C)c2oc(C(=O)N3CCN(Cc4ccccc4)CC3)cc(=O)c2c1
  -0.1	-7	2	-9	-6	1.7	6	1	1
Cc1nn(CCC#N)c2nc(C(F)(F)F)[nH]c(=O)c12
  -0.1	4	8	5	-5	-9.7	-1	1	-4
COc1ccc(S(=O)(=O)Nc2nccs2)cc1OC
  -0.1	2	-2	0	5	-0.9	-1	-4	-1
O=C(Cc1ccccc1[N+](=O)[O-])N1CCN(c2ccccc2F)CC1
  0.1	1	-1	15	0	2.8	2	1	-1
COC(=O)c1cccc(NC(=O)Cc2nc(-c3ccccc3)sc2-c2ccc(C)cc2)c1
  -0.3	3	1	-4	-42	3.7	-84	3	0
COc1cc(NS(=O)(=O)c2cc(C(=O)N3CCN(C(C)=O)CC3)ccc2OC)cc(OC)c1
  0.0	-20	0	-11	-8	1.6	1	0	2
COc1ccc(CNC(=O)N2CCc3ccccc3C2)cc1
  -0.1	-18	-2	-9	2	-0.2	2	1	-4
COc1ccc(NC(=O)c2ccccn2)cc1
  -0.3	9	1	10	0	0.3	-5	0	-2
Cc1ccccc1CN1CCN(C(C)C(=O)NCc2ccccc2)CC1 (stereo not given)
  -0.1	6	1	4	0	-1.4	8	2	0
Cn1c(=O)n(C)c2cc(NS(=O)(=O)c3ccc4c(c3)CCCC4)ccc21
  0.6	6	1	20	1	3.6	2	1	0
CCC(C)(NC(=O)Cc1c[nH]c2ccccc12)C(=O)NC1CCCCC1 (stereo not given)
  -0.1	-4	0	19	1	-1.4	-9	2	-3
CC(OC(=O)c1cc2ccccc2cc1O)C(=O)Nc1ccc(S(N)(=O)=O)cc1 (stereo not given)
  0.0	3	-2	5	-8	0.9	4	-1	-1
Cc1ccc(S(=O)(=O)CCC(=O)Nc2cccc(Cl)c2)cc1
  -0.1	6	1	-8	2	-0.5	-6	2	0
CC(=O)c1ccc(Nc2nc(NCCO)nc(OC(C(F)(F)F)C(F)(F)F)n2)cc1
  -0.1	-5	4	-9	-3	2.7	-8	3	0
O=C(O)C1=CC(=C(c2ccc(O)c(C(=O)O)c2)c2ccc(O)c(C(=O)O)c2)C=CC1=O
  -0.1	.	7	80*	-8	-1.3	77*	82*	101*
O=C(OCCN1CCOCC1)c1ccccc1
  -0.1	5	-1	-4	0	0.5	1	-3	-2

Later entries
Value order – Efflux pump mplx	GASC-1 inh	CTSL1 counter	PREPL inh	LYPLA2 inh	PP5 inh	core dimer inh	PP1 inh	TPT1 inh
COc1ccccc1C1C(C(=O)c2ccc(C)o2)=C(O)C(=O)N1c1cc(C)on1 (stereo not given)
  -0.2	?	0	0	-1	-1.1	2	2	1
COC(=O)CCCCC(=O)C1C(=O)CC(C)(C)C(C(=O)OC)C1=O (stereo not given)
  0.0	4	1	0	-3	1.1	-3	0	4
Cc1ccc(NC(=O)CCC2CC(C)(C)OC2=O)cc1 (stereo not given)
  0.0	2	2	7	16	-0.1	6	0	-1
Cc1cccc2nc(-c3ccco3)c(Nc3ccccc3)n12
  -0.1	3	1	-28	5	-1.7	1	3	-3
O=C(Nc1ccc(S(=O)(=O)N2CCCC2)cc1)c1ccc(Br)o1
  0.1	0	-1	-5	-2	-0.4	-3	1	-3
CCN1CCN(c2ccc(NC(=O)c3cccc(N4CCCC4=O)c3)cc2)CC1
  -0.1	5	2	2	4	-1.5	5	-3	0
Cc1cc(NC(=O)c2ccccc2)nc(C)n1
  -0.1	-6	3	5	12	0.7	-4	-2	-3
CCC(C(=O)OCC(=O)N1CCN(S(=O)(=O)c2ccc(C)cc2C)CC1)c1ccccc1 (stereo not given)
  -0.1	-7	.	21	3	4.2	.	1	.
O=C(/C=C/c1cccc([N+](=O)[O-])c1)N1CCN(c2ccccc2F)CC1
  -0.1	-9	7	16	6	-5.7	-13	-5	-2
COc1cc(C(=O)NCC(c2ccco2)N2CCCC2)ccc1OCc1c(C)noc1C (stereo not given)
  -0.1	-6	1	9	5	0.1	-4	-1	-3
Cc1nn(CC(=O)NCCN2CCOCC2)c(C)c1[N+](=O)[O-]
  0.2	3	0	7	-1	2.7	-2	-2	-4
Cc1ccc(-c2ccc(=O)n(CC(=O)NCCC(C)C)n2)cc1
  0.1	0	1	2	12	2.4	3	-5	0
O=c1cc(CSc2n[nH]c(=O)n2C2CC2)c2ccc(O)cc2o1
  0.0	-6	3	-1	2	-1.3	-1	-5	2

Complete entries, looked up by structure.
Cc1ccc(NC(=O)CCC2CC(C)(C)OC2=O)cc1 (stereo not given) in the list: Efflux pump mplx: 0.0; GASC-1 inh: 2; CTSL1 counter: 2; PREPL inh: 7; LYPLA2 inh: 16; PP5 inh: -0.1; core dimer inh: 6; PP1 inh: 0; TPT1 inh: -1
Cc1cccc2nc(-c3ccco3)c(Nc3ccccc3)n12 in the list: Efflux pump mplx: -0.1; GASC-1 inh: 3; CTSL1 counter: 1; PREPL inh: -28; LYPLA2 inh: 5; PP5 inh: -1.7; core dimer inh: 1; PP1 inh: 3; TPT1 inh: -3
